# High-throughput results as filed in PubChem.
# RNase H inhibition – RNase H inhibition, HIV 1 Gag Pol polyprotein, FRET biochemical assay, screening (AID 372). HIV-1 RT RNase H, FRET RNA/DNA substrate fluorescence; higher % means a stronger effect. inhibition, % at 10 µM, or IC50 in µM where a hit was titrated. hit rate 0.77% among 100,000; in the data active = inhibition above about 50%
# The depositor's hits bear a star. The list is partial, so the mix of outcomes need not match the whole.
SMILES,RNase H inhibition
C/C(=N\Nc1ncc(Br)cn1)c1cccc([N+](=O)[O-])c1,10%
CC1=C(C(=O)OCC(C)C)C(c2ccccc2OCc2ccccc2)C2=C(CC(c3ccc(Cl)cc3)CC2=O)N1 (stereo not given),12%
O=C(Nc1ccc2oc(-c3cccc4c(Br)cccc34)nc2c1)c1ccccc1[N+](=O)[O-],12%
CN(C)c1ccc(/C=C2/SC(=S)N(c3ccc(F)cc3)C2=O)cc1,3%
Cc1ccccc1C(=O)NN1C(=O)/C(=C/c2cccc(OCc3ccccc3)c2)SC1=S,1%
COc1cccc(CN2CCN(Cc3ccc(OC)c(OC)c3OC)CC2)c1OC,1%
N#CC1=C(N=Cc2ccc(Br)cc2)c2ccccc2CC12CCCCC2,0%
COc1ccc(-c2nn(-c3ccccc3)cc2/C=N/NC(=O)c2ccccc2Br)cc1,6%
O=C(Nc1cccc(F)c1)c1cccc(C(=O)Nc2cccc(F)c2)c1,27%
CCN(CC)c1ccc(NC(=O)c2ccccc2[N+](=O)[O-])cc1,7%
C=CCn1c(SCC(=O)Nc2ccc(OC)cc2)nc(O)c(Cc2ccccc2)c1=O,28%
COc1cc2c(cc1OC)CN(Cc1ccc3ccc4cccc5ccc1c3c45)CC2,14%
O=C(c1cc2n(n1)C(C(F)(F)F)CC(c1ccc(Br)cc1)N2)N1CCCC1 (stereo not given),6%
Clc1cc(Cl)c(OCCCN2CCOCC2)c(Cl)c1,3%
Clc1cccc(Cl)c1SCCc1ccccn1,8%
O/N=C/c1ccc(OCc2ccc(Cl)cc2)cc1,25%
CCCOC(=O)C(CC(C)C)N1C(=O)C2C3c4ccccc4C(c4ccccc43)C2C1=O (stereo not given),0%
Cc1ccc(OCCNC(=O)C(=O)NCc2ccco2)cc1,0%
CCCOc1ccc(/C=C/C(=O)c2cccs2)cc1OCC,1%
N/C(=N\OC(=O)Cc1ccccc1)c1ccccc1,6%
CCOC(=O)C1=C(C)N=c2s/c(=C/c3ccc(-c4ccc(C(=O)O)cc4)o3)c(=O)n2C1c1cccs1 (stereo not given),5%
CC(C)N=CC1=C(O)CC(c2ccccc2)CC1=O (stereo not given),9%
Cc1ccc(-c2cc(C(=O)OCC(=O)c3ccc(Cl)c([N+](=O)[O-])c3)c3ccccc3n2)cc1,0%
COc1cccc(OCCOc2ccc(/C=C3/C(=N)N4N=C(c5ccccc5)SC4=NC3=O)cc2)c1,7%
O=C1NC(=S)N/C1=C/c1cc(Br)c(O)c(I)c1,18%

# Carrying on:
SMILES,RNase H inhibition
O=C(Nc1ccc(Br)cc1)c1cccnc1,0%
CCOC(=O)C1=C(C)NC2=C(C(=O)CC(C)(C)C2)C1c1coc2ccc(C)cc2c1=O (stereo not given),2%
COC(C(=O)N/N=C/c1ccc2c3c(cccc13)CC2)c1ccccc1 (stereo not given),37%
CSc1nc(C)c(C(C)=O)cc1C#N,13%
O=C(CSCc1ccccc1Br)N/N=C/c1ccccc1C(=O)O,0%
O=C(Nc1ccc(Cl)c(-c2nc3cc(Cl)ccc3o2)c1)c1ccc([N+](=O)[O-])cc1Cl,19%
O=C(CSc1ccccc1C(=O)O)Nc1ccccc1,6%
CCC(Oc1ccccc1)C(=O)NCCCCCCNC(=O)C(CC)Oc1ccccc1 (stereo not given),8%
CCOC(=O)C1=C(c2ccc(OC)cc2)C(=O)c2ccccc2C1=O,7%
COc1ccc(C2CC(c3cccs3)=NN2c2nc(-c3cccc([N+](=O)[O-])c3)cs2)cc1OC (stereo not given),13%
CCCCCCCCCc1noc(-c2ccc(OCCCCCCC)cc2)n1,0%
Cc1c(NC(=O)c2cn3c4c(c(N5CCN(C)CC5)c(F)cc4c2=O)OCN3C)c(=O)n(-c2ccccc2)n1C,0%
NC1=NC(=O)C(CC(=O)Nc2ccc(F)cc2)S1 (stereo not given),0%
CCc1c(C)c(C#N)c2nc3ccccc3n2c1Nc1ccc(C)cc1,36%
O=C(Nc1ccc(S(=O)(=O)Nc2nccs2)cc1)c1ccc(Cl)cc1,7%
COc1ccc(-c2cc(C(=O)Nc3ccc(C)c([N+](=O)[O-])c3)c3ccccc3n2)c(OC)c1,17%
COc1cccc(OCCOc2ccccc2/C=C2\C(=O)NN(c3ccccc3)C2=O)c1,18%
COc1cc(/C=C2/C(=O)NN(c3ccc(F)c(Cl)c3)C2=O)ccc1O,14%
O=C(Oc1ccc(/C=N/Nc2nc(Nc3ccccc3)nc(Nc3ccccc3)n2)cc1)c1ccccc1,33%
CCOc1ccc(-n2c(O)c(/C=C3\C(=O)C=Cc4ccccc43)c(=O)[nH]c2=O)cc1,6%
O=[N+]([O-])c1ccc(C=NCCO)cc1,22%
Cc1ccnc(N=Cc2ccc(C=Nc3cc(C)ccn3)cc2)c1,12%
CCCCSc1nc2c(cc1C#N)CCC2,25%
O=C(N/N=C/c1ccc(F)c(Br)c1)c1cccc(Br)c1,11%
CCn1c2ccccc2c2cc(/C=N\NC(=O)c3cccc(C)c3)ccc21,19%

# (listing goes on)
SMILES,RNase H inhibition
Cc1ccc2cc(C3=C/C(=C/c4ccc(F)cc4)C(=O)O3)ccc2c1,4%
O=C(O)c1cccc(S(=O)(=O)NCc2ccccc2)c1,0%
O=C(/C=C/c1ccc(Cl)cc1)Nc1ccc(Cl)c([N+](=O)[O-])c1,21%
Cc1ccc(NC(=O)/C=C2\SC(=O)N(CN3CCOCC3)C2=O)cc1,3%
Oc1c(Br)cc(Br)cc1/C=N/Nc1nc(N2CCOCC2)nc(N2CCOCC2)n1,16%
COc1ccc(/C=C/C(=O)c2cccc(Br)c2)c(OC)c1,5%
COC(=O)C1=C(C)NC2=C(C(=O)c3ccccc32)C1c1ccc(-c2ccc([N+](=O)[O-])cc2Br)o1 (stereo not given),5%
COc1ccccc1NCC(=O)n1nc(C)cc1C,7%
N#C/C(=C\c1ccc(-c2ccc(Br)cc2)o1)C(=O)N1CCCCC1,5%
Nc1nnc(SCC(=O)Nc2ccc3c(c2)oc2ccccc23)s1,0%
O=C(Nc1nc2ccccc2s1)C(Cl)Cl,4%
Cc1ccc(C)c(N(CC(=O)Nc2ccccc2NS(=O)(=O)c2ccccc2)S(=O)(=O)c2ccccc2)c1,22%
COC(=O)c1cccc(NC(=O)c2ccc(NC(=O)c3ccccc3)cc2)c1,1%
COc1cc(/C=C2/C(=O)N(c3ccc(C(=O)O)cc3)N=C2C)c([N+](=O)[O-])cc1OC,13%
C=CCc1cc(/C=C2/C(=O)N(c3ccccc3)N=C2C)cc(OCC)c1O,32%
COc1ccc(C2C(C(=O)OC(C)C)C(=O)CC(C)(O)C2C(=O)OC(C)C)cc1 (stereo not given),8%
Cc1cc(C)nc(Nc2nc(C)c3cccc(C)c3n2)n1,7%
COc1ccc(COC(=O)C2=C(C)NC3=C(C(=O)CCC3)C2c2cccc3ccccc23)cc1 (stereo not given),13%
CCC(=O)N1c2ccc(OC)cc2C(=C2SC(C(=O)OC)=C(C(=O)OC)S2)C(=S)C1(C)C,22%
CCOc1ccccc1OCCOc1ccc(Cl)c(CC)c1,11%
Cc1ccccc1NC(=O)c1c(NC(=O)Cc2ccccc2)sc2c1CCC(C)C2 (stereo not given),10%
CC(=O)c1cccc(NC(=O)c2ccc(-c3ccc(Cl)cc3Cl)o2)c1,15%
COc1ccc2nc(NC(=O)/C=C/c3ccccc3Cl)sc2c1,19%
COc1ccc(NC(=O)c2ccc(Cl)cc2)c2ncccc12,1%
COc1cccc(N2C(=O)/C(=C/c3cccn3C)C(=O)NC2=S)c1,8%

# (listing goes on)
SMILES,RNase H inhibition
O=C(NC(=S)Nc1ccc2oc(-c3ccc(I)cc3)nc2c1)c1ccco1,0%
Cc1ccc(C2=N/C(=C/c3ccc(C(C)C)c([N+](=O)[O-])c3)C(=O)O2)cc1,14%
Oc1ccc(C=Nc2ccc(Cl)c(Cl)c2)cc1,8%
COc1cc(/C=C(\C#N)C(=O)Nc2ccc(Cl)cc2)cc([N+](=O)[O-])c1O,12%
COc1cc(NC(=O)c2ccccc2C)c(OC)cc1NC(C)=O,8%
CCOC(=O)c1ccccc1NC(=O)/C=C/c1ccc(OC)cc1,13%
O=C(Nc1ccccc1F)C1CC(=O)N(c2cccc([N+](=O)[O-])c2)C1 (stereo not given),1%
Cc1ccc(-c2cc(-c3ccccc3)nc(OCc3ccccc3Cl)n2)cc1,14%
O=C(N/N=C/c1cccc([N+](=O)[O-])c1)c1ccc(OCc2ccccc2)cc1,5%
O=S(=O)(NCCO)c1ccc2c(c1)C(=NO)c1cc(S(=O)(=O)NCCO)ccc1-2,0%
CC(=O)N(C)c1ccc(NC(=S)Nc2ccccc2)cc1,8%
COc1cc(/C=C2\C(=O)NC(=O)N(c3ccc(F)cc3)C2=O)c([N+](=O)[O-])cc1OCc1ccccc1,12%
CCN1C(=O)CC(N2CCN(c3ccc(Cl)cc3)CC2)C1=O (stereo not given),6%
CCOC(=O)c1c(NC(=O)C2C3C=CC(C3)C2C(=O)O)sc2c1CCC(C(C)(C)C)C2 (stereo not given),14%
Cc1c(NC(=O)c2ccc(CN(c3ccccc3)S(C)(=O)=O)cc2)c(=O)n(-c2ccccc2)n1C,1%
Cc1ccc(C(=O)Nc2ccccc2C(=O)NC(C)C(=O)O)cc1 (stereo not given),11%
CCOC(=O)c1c(NC(=O)c2cc(OC)c(OC)c(OC)c2)sc(C)c1C,6%
COc1ccccc1CNc1cc(C)ccc1OC,12%
c1ccc(OCC2=NNC(COc3ccccc3)=NN2)cc1,12%
COc1ccc(CC(=O)Nc2cc(Cl)c(Cl)cc2Cl)cc1,0%
COc1ccccc1NCN1C(=O)S/C(=C/c2ccc(OC)c(OC)c2)C1=O,3%
COc1ccc(C2CC(=O)C3=C(C2)Nc2ccccc2NC3c2ccc(C(C)C)cc2)cc1 (stereo not given),7%
COc1ccc(CN(CCC(c2ccccc2)C2CCOC(C)(C)C2)C(C)=O)cc1OC (stereo not given),14%
CC(=O)Nc1ccc(C2NN=C(c3ccccc3)S2)cc1 (stereo not given),25%
COc1cc(C(=O)Nc2cccc(Cl)c2)ccc1OCc1ccc(Cl)cc1,14%

# New compounds follow:
SMILES,RNase H inhibition
O=C(Nc1ccccc1)c1cc(S(=O)(=O)N2CCOCC2)cs1,3%
COc1cc(C(=O)NC(NC(=S)Nc2ccc(F)cc2)C(Cl)(Cl)Cl)cc(OC)c1OC (stereo not given),13%
Cc1ccc(NC(=O)/C(Cl)=C/c2ccccc2)cc1C,24%
COc1ccc(CC(=O)Nc2ccc(C)c(C)c2)cc1OC,5%
CCOC(=O)c1c(C)nc2c(C#N)cnn2c1C,21%
CN1C(=O)C(=Cc2ccc3c(c2)OCO3)C(=O)N(C)C1=S,5%
COc1ccc2nc(NC(=O)CC(c3ccccc3)c3ccccc3)sc2c1,13%
COc1ccc(Cc2nnc(NC(=O)Nc3ccc(Cl)cc3)s2)cc1OC,1%
CCOC(=O)C1=C(C)N=c2s/c(=C\c3c(C)[nH]c4ccccc34)c(=O)n2C1c1ccccc1 (stereo not given),22%
O=c1[nH]c(=S)[nH]c(O)c1C=Nc1cc(Cl)ccc1Cl,1%
Cc1ccc(S(=O)(=O)N/N=C/c2ccc[nH]2)cc1,5%
O=C(CN(c1cccc(C(F)(F)F)c1)S(=O)(=O)c1ccccc1)Nc1cccc(Cl)c1,26%
CCn1ccnc1C(O)(c1ccccc1)c1ccc(C)cc1 (stereo not given),0%
O=C(/C=C/c1ccc(-c2ccccc2[N+](=O)[O-])o1)c1ccc(F)cc1,30%
CCCOC(=O)C1=C(C)NC2=C(C(=O)CC(c3ccc(Cl)cc3)C2)C1c1ccc(OC)cc1OC (stereo not given),14%
COc1cccc(OC)c1OCCOc1c(C)cc(Cl)cc1Cl,5%
O=C(O)c1cnn2c1NC(c1ccc3c(c1)OCO3)CC2C(F)(F)F (stereo not given),7%
Cc1cc(/C=C2/NC(=S)NC2=O)c(C)n1-c1ccc(C(C)(C)C)cc1,0%
CC1(C)CC(=O)C2=C(C1)c1c(ccc3ccccc13)NC2c1ccc(-c2cccc(Cl)c2Cl)o1 (stereo not given),19%
COc1ccc(/C=C2/SC(N3CCN(C(c4ccccc4)c4ccccc4)CC3)=NC2=O)c(OC)c1,16%
Cc1cc(/C=C2/SC(=O)NC2=O)c(C)n1C,7%
Cc1cc(C(=O)Nc2ccc(Cl)c(-c3nc4ccccc4s3)c2)ccc1[N+](=O)[O-],14%
CN(C)c1ccc(/C=C2/SC(=S)N(CC(=O)O)C2=O)cc1Br,11%

# In the list so far, these contain fluorine.
SMILES,RNase H inhibition
CN(C)c1ccc(/C=C2/SC(=S)N(c3ccc(F)cc3)C2=O)cc1,3%
O=C(Nc1cccc(F)c1)c1cccc(C(=O)Nc2cccc(F)c2)c1,27%
O=C(c1cc2n(n1)C(C(F)(F)F)CC(c1ccc(Br)cc1)N2)N1CCCC1 (stereo not given),6%
Cc1c(NC(=O)c2cn3c4c(c(N5CCN(C)CC5)c(F)cc4c2=O)OCN3C)c(=O)n(-c2ccccc2)n1C,0%
NC1=NC(=O)C(CC(=O)Nc2ccc(F)cc2)S1 (stereo not given),0%
COc1cc(/C=C2/C(=O)NN(c3ccc(F)c(Cl)c3)C2=O)ccc1O,14%
O=C(N/N=C/c1ccc(F)c(Br)c1)c1cccc(Br)c1,11%
Cc1ccc2cc(C3=C/C(=C/c4ccc(F)cc4)C(=O)O3)ccc2c1,4%
O=C(Nc1ccccc1F)C1CC(=O)N(c2cccc([N+](=O)[O-])c2)C1 (stereo not given),1%
COc1cc(/C=C2\C(=O)NC(=O)N(c3ccc(F)cc3)C2=O)c([N+](=O)[O-])cc1OCc1ccccc1,12%
COc1cc(C(=O)NC(NC(=S)Nc2ccc(F)cc2)C(Cl)(Cl)Cl)cc(OC)c1OC (stereo not given),13%
O=C(CN(c1cccc(C(F)(F)F)c1)S(=O)(=O)c1ccccc1)Nc1cccc(Cl)c1,26%
O=C(/C=C/c1ccc(-c2ccccc2[N+](=O)[O-])o1)c1ccc(F)cc1,30%
O=C(O)c1cnn2c1NC(c1ccc3c(c1)OCO3)CC2C(F)(F)F (stereo not given),7%
